Jurkat NFkB inh – inhibitors of induced NF-kB luciferase reporter, primary screen, TCR NF-kB activation inhibitor project, cell-based, luminescence, uHTS | actives 0.53% (n = 330,000) | inhibition, % at 4 µM | Jurkat, PMA/ionomycin-induced NF-kB luciferase reporter; in the data active means inhibition above about 50%
Mdm2-MdmX inh – inhibitors of human Mdm2-MdmX association, primary screen, cell-based, luminescence, split luciferase, SaOS-2, uHTS; Protein Mdm4 (Homo sapiens) + E3 ubiquitin-protein ligase Mdm2 (Homo sapiens), …; SaOS-2 split-luciferase Mdm2/MdmX complementation; inhibition, % at 8 µM; actives 3% (n = 330,000); AID 485346, 2010;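 active means inhibition of at least 50% at 8 µM in the primary screen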
UPR CHOP act – activators of apoptotic CHOP UPR arm, primary screen, cell-based, CHO-CHOP luciferase reporter, luminescence, uHTS; UPR activation; percent of tunicamycin response over DMSO baseline; activation, % at 10 µM; actives 0.34% (n = 330,000);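 active means at 10 µM dose, activation of 40% or more, normalized to positive control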;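 further: 100% = tunicamycin at 10 µg/mL and 0% = DMSO alone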
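Assay system: CHO-CHOP cells, stable luciferase reporter of PERK-eIF2a-CHOP signalling / Buffer or medium: F12 plus 10% serum / Compound dosing: one dose, 10 µM in 0.5% DMSO / Times: 6 h compound treatment, 37 °C / Technique: luciferase luminescence / Read-out: % reporter activation, DMSO baseline versus tunicamycin full activation / Benchmarks: tunicamycin and DMSO controls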
tim23-1 inh – growth inhibitors of tim23-1 mutant yeast, primary screen, luminescence, uHTS. S. cerevisiae tim23-1 growth, BacTiter-Glo luminescence, 24 h. inhibition, % at 20 µM. actives 1.3% (n = 330,000). AID 463212, 2010;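 active means growth inhibition of the mutant yeast at or above 50%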;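 further: temperature-sensitive mutant grown at 25 °C; plate controls were DMSO-treated mutant yeast for no effect and medium wells lacking yeast for full effect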
APJ agonist – agonists of human apelin receptor APJ, primary screen, CHO-K1 cells, PathHunter beta-arrestin, luminescence; AID 2520, 2010; activation, % at 20 µM; 0% DMSO wells, 100% apelin; P35414; actives 0.11% (n = 330,000);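 active means activation more than six SD over the plate average, tested at 20 µM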;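 further: 0% = DMSO alone and 100% = apelin-13 at 10 nM; some results filed as inactive read as strong as hits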
Target sequence (P35414 whole entry, looked up): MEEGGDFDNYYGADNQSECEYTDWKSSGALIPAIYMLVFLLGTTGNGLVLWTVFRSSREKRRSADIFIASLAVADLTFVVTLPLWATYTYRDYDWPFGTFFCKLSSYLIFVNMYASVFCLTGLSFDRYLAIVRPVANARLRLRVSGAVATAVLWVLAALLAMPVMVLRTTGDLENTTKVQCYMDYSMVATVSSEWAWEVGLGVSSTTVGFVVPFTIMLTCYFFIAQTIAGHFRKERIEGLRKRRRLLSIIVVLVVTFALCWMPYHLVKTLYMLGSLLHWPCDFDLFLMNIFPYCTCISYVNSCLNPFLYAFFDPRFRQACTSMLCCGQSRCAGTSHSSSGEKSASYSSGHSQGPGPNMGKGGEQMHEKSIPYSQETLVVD
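Assay system: CHO-K1 cells stably expressing ProLink-tagged human APJ and arrestin–beta-gal acceptor. Compound dosing: 20 µM single point, 1% DMSO. Times: 16-18 h seeding, 90 min dark compound exposure, 60 min detection. Detection: beta-gal luminescence. Evaluation: APJ–arrestin association signal. Controls: negative DMSO alone, positive Apelin-13 at 10 nM.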
697 NFkB inh – inhibitors of PMA/ionomycin-induced NF-kB reporter, 697 cells, primary screen, B-cell NF-kB inhibitor project, cell-based, luminescence, uHTS; 697 B-cell NF-kB luciferase reporter, 16 h; actives 0.33% (n = 330,000); inhibition, % at 4 µM; in the data active means inhibition above about 35%
APJ antagonist – antagonists of human apelin receptor APJ, primary screen, CHO-K1 cells, beta-arrestin complementation, luminescence; P35414; inhibition, % at 20 µM; actives 0.32% (n = 330,000); AID 2521, 2010;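 active means inhibition above about 40% at 20 µM, limit read from the data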;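 further: cells challenged with 10 nM apelin-13 agonist together with compound; plate controls were apelin-13 plus DMSO wells for no effect and DMSO wells lacking apelin-13 for full effect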
XBP1 UPR activ – activators of adaptive XBP1 UPR arm, primary screen, cell-based, CHO-XBP1 luciferase reporter, luminescence, uHTS. IRE1-XBP1 UPR activation; percent of tunicamycin response, DMSO as zero. activation, % at 20 µM. actives 0.33% (n = 330,000). AID 463104, 2010;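 active means versus positive control, 20 µM dose yields 30% or more activation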;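 further: 100% = tunicamycin at 10 µg/mL and 0% = DMSO only wells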
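Material: CHO cell line with stable XBP1 luciferase reporter; schedule: 16-18 h cell attachment at 37 °C, then 6 h compound exposure; signal: glow luminescence from Steady-Glo reagent; medium: serum-containing F12 medium, 10% FBS; benchmarks: tunicamycin 10 µg/mL and vehicle-only wells; read-out: percent activation relative to tunicamycin reference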
The depositor's hits bear a star. Rows are unselected; overall some 5% were active at least once.

Screens in order: tim23-1 inh, APJ agonist, APJ antagonist, Jurkat NFkB inh, Mdm2-MdmX inh, XBP1 UPR activ, UPR CHOP act, 697 NFkB inh
- CC(C)c1ccc(/C=N/n2c(COc3ccccc3)n[nH]c2=S)cc1
  32, -3, 17, -27, -3, 1, 0.7, 14
- CN(CCCS(=O)(=O)[O-])c1ccc(/C=C/c2ccc3ccccc3[n+]2C)cc1
  39, -5, 17, -53, -15, 7, -0.3, -37
- CCOc1ccc(C2CC(c3ccc(F)cc3)Nc3nc(N)nn32)cc1 (stereo not drawn)
  19, -3, -58, -16, -18, -1, 0.0, -15
- O=C(Nc1ccccc1)N1CCN(Cc2ccccc2)CC1
  -1, 1, 9, -20, -2, 3, 3.3, -25
- CC(C)(C)c1nnc2sc(SCC(=O)N3CCCc4ccccc43)nn2c1=O
  29, -2, 6, 14, 33, -1, -2.2, 1
- CCOC(=O)[C@H]1[C@H]2COc3ccc(C)cc3[C@@H]2N2C(=O)c3ccc(C)cc3NC(=O)[C@@]12C
  -1, -4, 3, 10, 15, -2, 1.7, 22
- O=C(c1ccc(COc2ccccc2Cl)o1)N1CCN(c2ccccc2)CC1
  29, 2, 7, 2, -28, -4, 0.4, -17
- CCOC(=O)C1CCCCN1C(=O)CCn1nnnc1CN1CCOCC1 (stereo not drawn)
  10, -3, 21, 8, 29, -5, 0.9, 0
- CCN(CC)S(=O)(=O)c1cccc(C(=O)OCc2cc(=O)n3nc(C)sc3n2)c1
  18, -1, 2, -8, 5, -1, 2.8, -6
- CC(C)(C)NS(=O)(=O)c1ccc(C(=O)Nc2ccc3c(c2)OCO3)cc1
  4, -1, 12, -13, -34, -5, 1.9, 5
- COc1ccc(CCC(=O)Nc2cc(Cl)ccc2OC)cc1
  25, 1, 3, 11, 5, -2, 0.7, 0
- Cc1ccnc(N2CCCC(C(=O)Nc3cccc(C)c3C)C2)n1 (stereo not drawn)
  -9, -2, 10, -3, 2, -6, -1.2, 19
- Cc1ccc2oc(C(=O)N(Cc3nccn3C)C(C)C)c(C)c2c1
  -3, 3, 1, -5, 21, -5, -0.4, -10
- O=C(Nc1ccc2c(c1)OCCO2)C1CCN(c2ncccn2)CC1
  16, 2, -25, -15, 4, -1, 0.4, -7
- CCC(=O)N1c2ccc(S(=O)(=O)NCCc3ccc(OC)c(OC)c3)cc2CC1C (stereo not drawn)
  -4, 0, 17, -2, 5, -1, -0.9, -4
- C=CCc1c(C)nc(SCC(=C)C)[nH]c1=O
  10, 1, 4, -4, -7, 1, -1.0, 14
- CCOc1ccccc1C1c2[nH]c3ccccc3c2C[C@H]2C(=O)N(C3CC3)CC(=O)N12 (stereo partly drawn)
  25, -1, 8, -22, 18, -1, -0.1, 13
- COc1ccc(S(=O)(=O)N2CCc3ccccc32)cc1C(=O)NCCc1ccccn1
  -8, -3, 15, -1, 21, -4, 0.3, 12
- Cc1ccc(S(=O)(=O)NC(CC(=O)O)c2ccccc2)cc1 (stereo not drawn)
  14, -1, -6, 4, 6, -2, -2.5, 8
- CCOc1cc(/C=C(\C#N)C(=O)NCC2CCCO2)ccc1OCC(N)=O (stereo not drawn)
  1, -2, -3, 3, 15, 1, 0.1, 16
- CCN1C(=O)[C@@H]2[C@H](C1=O)[C@@H]1C(=O)Nc3ccccc3C(=O)N1[C@@H]2c1ccc(OC)cc1
  9, 3, 23, 14, -10, 2, 0.7, 23
- Cc1cnc(C(=O)OCC(=O)NC2CCCCC2)cn1
  3, 2, 11, 5, -9, -2, -1.4, 9
- Cc1ccc(N2CC(C(=O)NCC3CCCO3)CC2=O)cc1Cl (stereo not drawn)
  14, -2, -21, -3, 8, -4, -0.8, 0
- CC(C)CCNC(=O)c1ccc(CSCc2cccc(F)c2)o1
  23, -4, -12, 4, -23, -2, -1.3, 17
- COCCCNC(=O)c1cn(Cc2c(F)cccc2Cl)nn1
  1, -3, 18, 8, 11, -2, 0.5, -16
- CCN(CC)CCNC(=O)c1ccc(Cl)c(S(=O)(=O)N2CCCCCC2)c1
  12, 2, 4, -28, -2, -2, -0.1, -93
- COc1ccc(NC(=O)c2cc(F)c(F)cc2Cl)cc1Cl
  1, -6, -16, -19, 16, 0, 2.5, -35
- Cc1cc2c(s1)c1cnn(CC(=O)NCCc3ccccc3)c(=O)c1n2C
  -8, 0, -1, 5, -6, -4, -1.0, 5
- COc1ccc2ccccc2c1C1NC(=O)NC(C)=C1[N+](=O)[O-] (stereo not drawn)
  0, -3, 16, 21, 1, -3, -0.2, 13
- COC(=O)C(C)N(C#N)c1nc(C)cc(C)n1 (stereo not drawn)
  3, -4, -8, -3, 15, -2, -0.9, 19

Some of the entries so far, tab-delimited.
smiles	tim23-1 inh	APJ agonist	APJ antagonist	Jurkat NFkB inh	Mdm2-MdmX inh	XBP1 UPR activ	UPR CHOP act	697 NFkB inh
COC(=O)C(C)N(C#N)c1nc(C)cc(C)n1 (stereo not drawn)	3	-4	-8	-3	15	-2	-0.9	19
COc1ccc(NC(=O)c2cc(F)c(F)cc2Cl)cc1Cl	1	-6	-16	-19	16	0	2.5	-35
Cc1ccc(N2CC(C(=O)NCC3CCCO3)CC2=O)cc1Cl (stereo not drawn)	14	-2	-21	-3	8	-4	-0.8	0

Following part:
Screens in order: tim23-1 inh, APJ agonist, APJ antagonist, Jurkat NFkB inh, Mdm2-MdmX inh, XBP1 UPR activ, UPR CHOP act, 697 NFkB inh
- COc1ccc(-c2c(-c3ccc(S(C)(=O)=O)cc3)sc3ccc(OC)cc23)cc1
  21, -5, 12, 1, 32, 2, 0.4, 18
- O=C(C1CCCO1)N1CCc2ccccc21 (stereo not drawn)
  4, 6, 4, -12, 3, 0, -0.5, -42
- O=C(NC1CC1)c1cc2c(F)cccc2s1
  2, -1, 2, 4, 9, 3, 1.1, -7
- CCC(C)N1C(=O)S/C(=C/c2ccc3c(c2)n(C)c(=O)n3C)C1=O (stereo not drawn)
  19, 5, -9, -18, 42, 1, 0.1, 2
- CCOC(=O)C1(CCCCCCOc2ccc(Cl)cc2)CO1 (stereo not drawn)
  14, -4, 1, 4, 12, -6, 1.0, 4
- O=C(NCc1ccccc1)c1ncn[nH]1
  -2, -1, 4, 2, -4, -4, 1.3, 16
- COc1ccc(NC(=O)CN2C(=O)COc3ccc(C)cc32)cc1
  -8, -2, 22, 10, -11, -3, 2.5, 3
- Cc1ccc(NS(=O)(=O)c2ccc(C(=O)N3CCC3)cc2)cc1
  -11, 7, 8, 15, -2, -1, -1.7, 18
- NS(=O)(=O)c1ccc(CCNC(=O)CSc2nc3ccccc3c(=O)n2CC2CCCO2)cc1 (stereo not drawn)
  8, -3, 6, 2, 8, -5, 1.9, 5
- Cc1nc2ccccc2c(=O)n1-c1ccc(F)c(NS(=O)(=O)c2ccccc2F)c1
  1, 5, -6, -1, 11, -2, 1.5, 9
- CCS(=O)(=O)N1CCN(C(=O)c2ccccc2[N+](=O)[O-])CC1
  10, -1, -2, 0, -4, -3, -1.6, 2
- COc1cccc(C2CC(C(F)(F)F)n3nc(C(=O)Nc4c(C)n(C)n(-c5ccccc5)c4=O)cc3N2)c1 (stereo not drawn)
  2, -2, 6, 5, 2, -2, -0.3, -9
- O=c1oc2ccccc2n1CCCOc1ccccc1
  9, -5, 16, -39, -39, 4, 3.5, -35
- COc1ccc(NS(=O)(=O)c2cc3c(cc2C)N(C)CCO3)c(OC)c1
  20, -2, 0, -14, 23, -3, -1.4, -6
- CSCCC(=O)N(C)CC1CCCN(CCc2cccc(C(F)(F)F)c2)C1 (stereo not drawn)
  5, -4, 11, 6, -13, -2, 0.1, -2
- COc1cccc(CC(NC(C)=O)C(=O)NC2CCN(S(=O)(=O)c3cccc4ccccc34)CC2)c1 (stereo not drawn)
  15, 0, -27, 2, -19, 4, -0.2, -7
- C[C@H]1CN([C@@H](C)CO)C(=O)c2cccc(NC(=O)C3CC3)c2O[C@H]1CN(C)C(=O)Nc1ccc2c(c1)OCO2
  2, -2, 4, -4, -1, -4, -0.1, 6
- CCNC(=O)N1CCC(c2nc3ccccc3s2)CC1
  14, -1, 5, 3, -22, 0, -1.1, -6
- CN(C)S(=O)(=O)c1cccc(NC(=O)c2ccc(NS(=O)(=O)c3cccs3)cc2)c1
  4, 0, 6, -5, -1, -2, 1.1, 10
- CNC(=S)N/N=C(\C)c1ccc2c(c1)OCO2
  17, -3, 6, -13, -5, 1, -0.1, 0
- CCC(C)(C)n1nnnc1CN1CCC(NC(=O)c2ccccc2C)CC1
  7, 0, 5, 9, -3, 2, -0.5, 13
- Cn1ncc(N=Cc2ccccc2[N+](=O)[O-])c1C(N)=O
  15, 1, -25, -9, 20, -6, 0.9, 0
- Cc1ncoc1C(=O)N1CCCC(N2CCN(c3ccccc3F)CC2)C1 (stereo not drawn)
  6, 4, -18, -1, -34, -5, -2.1, 1
- CSc1ccccc1NC(=O)COC(=O)CCc1ccccc1
  15, 1, -23, 0, -11, 3, 1.1, 4
- CC(C)CCn1c(SCCc2ccccc2)nc2c1c(=O)[nH]c(=O)n2C
  15, 1, 5, 3, -6, 0, -1.1, 21
- COC(=O)c1cn(C)c2ccc(S(=O)(=O)N3CCCC3)cc2c1=O
  0, -3, -18, 9, -6, -1, -0.5, 7
- CC(C)c1ccc(CN2CC(C(=O)O)CC2=O)cc1 (stereo not drawn)
  19, 6, 10, -2, -5, -1, -0.8, -9
- O=C(Nc1cccc(Cl)c1)Nc1nnc(CC2=CCCCC2)s1
  21, 1, -24, -11, 80*, 7, 0.0, -5
- COc1ccc(C2=NOC(COc3ccc4c(C)cc(=O)oc4c3)C2)c(OC)c1 (stereo not drawn)
  8, -1, -15, 51*, 56*, 2, 0.1, -10
- O=C(Nc1ccnn1C1CCN(Cc2ccc(CO)o2)CC1)c1ccccc1Cl
  9, -4, 11, 14, -25, 1, -0.2, 0
- CCOC(=O)Cc1nnc(NC(=O)CSc2ccc(C)cc2)s1
  21, -5, 0, -3, 17, 0, -1.3, 26
- O=C(O)c1cc(NC(=O)c2cccc(C(=O)Nc3cc(C(=O)O)cc(C(=O)O)c3)c2)cc(C(=O)O)c1
  -3, -3, 3, -3, 5, -5, 1.1, -2
- COc1ccc(OC)c(S(=O)(=O)NCC(c2ccco2)N2CCc3ccccc3C2)c1 (stereo not drawn)
  22, 2, -43, 4, -9, 0, 0.1, 4
- Nc1ccc(-c2ccc(N)c(C(=O)O)c2)cc1C(=O)O
  19, 4, -40, -8, 8, -1, -0.2, -9
- O=C(c1cc2ccccc2oc1=O)N(Cc1ccco1)C1CCS(=O)(=O)C1 (stereo not drawn)
  94*, -1, 23, -16, 9, -4, 4.3, 6
- CCCc1cc(C(=O)N2CCCC(N3CCN(c4ccccc4F)CC3)C2)n(C)n1 (stereo not drawn)
  2, 2, 9, -4, 0, -3, 1.1, 0
- COc1ccccc1OCc1nc(C#N)c(N2CCC(C(N)=O)CC2)o1
  6, -6, 2, 7, -25, -2, 0.8, -3
- CCOc1cccc(CN2CCCC(CCC(=O)NCc3ccccc3F)C2)c1O (stereo not drawn)
  4, -3, 8, 13, 23, -2, 2.2, 13
- O=C(NCc1ccccc1)N1CCOc2ccccc21
  -5, -2, -14, -10, 0, -2, -1.4, -16
